# All columns: NCI-60 one-dose screen, growth in % after 48 h at 10 µM unless noted; 100 = growth as untreated, 0 = no growth, -100 = all killed.
# CCRF-CEM = CCRF-CEM leukemia; AID 1794778; 7% of 77,000 active
# HOP-92 = HOP-92 NSCLC cells; 6.3% of 71,000 active
# A549/ATCC = A549/ATCC NSCLC; 3.7% of 81,000 active; AID 1794740
# SK-MEL-5 = SK-MEL-5 melanoma; 6.4% of 80,000 active; AID 1794755
# HOP-62 = HOP-62 NSCLC | 3.9% of 80,000 active
# LOX IMVI = LOX IMVI melanoma. 7.4% of 79,000 active
# M14 = M14 melanoma; 6.2% of 80,000 active; AID 1794745
# EKVX = EKVX NSCLC | 3% of 71,000 active
# * = called active by the depositor; x = no result given; & = joins results of further samples. How the source made its calls: active means growth percent below 10; inactive means the rest. An excerpt; count on the stated rates, not on these rows.
no.	canonical_smiles	EKVX	M14	HOP-62	LOX IMVI	A549/ATCC	HOP-92	SK-MEL-5	CCRF-CEM
1	CCCCOC(=O)CC(C)SP1(=S)OCC(CC)(CC)CO1 (stereo not drawn)	102	96	95	101	87	86	94	92
2	O=C1NC(=O)C(=Cc2csc3ccccc23)C(=O)N1	96	103	93	99	93	x	105	96
3	Cn1cc(-c2csc(-c3cn(CCN4CCOCC4)c4ccc(Br)cc34)n2)c2cccnc21	71	68	81	66	72	68	68	56
4	O=C(c1cccs1)C1NO[N+]([O-])=C1c1cccs1 (stereo not drawn)	102	-40*	90	-100*	87	-36*	112	-40*
5	COc1cc(C(=O)O)cc(OC)c1OC	x	107	98	104	95	109	108	111
6	COc1cc(C2c3ccc(N)cc3Oc3nc(N)c(C#N)c(N)c32)cc(OC)c1OC (stereo not drawn)	x	103	100	104	108	x	99	103
7	COC(=O)C(=[N+]=[N-])C(=O)OC	x	103	103	103	99	83	104	61
8	C/C(CCl)=N\NC1=NC2(CCCCC2)P(=O)(NNc2ncccn2)S1 (stereo not drawn)	99	108	85	110	82	80	97	86
9	COC(=O)[C@@H](C)C[C@H](Cc1ccccc1)NC(=O)c1csc([C@@H](C[C@H](C(C)C)N(C)C(=O)[C@@H](NC(=O)C23CC(NC(C)=O)(C2)C3)C2CC2)OC(C)=O)n1	79	41	68	32	93	39	31	10.0*
10	N#Cc1nc(-c2cc3ccccc3oc2=O)oc1N1C[C@@H]2C[C@H](C1)c1cccc(=O)n1C2	100	98	109	96	98	86	100	100
11	CCC1CN1P(=S)(N1CC1CC)N1CC1CC (stereo not drawn)	141	106	118	99	96	104	102	103
12	CC(C)=CC1C(C(=O)OCCOc2ccc3c(c2)OCO3)C1(C)C (stereo not drawn)	99	99	86	90	88	78	100	96
13	Fc1ccc(N2COOC3(CCCCCC3)OOC2)cc1	101	100	100	98	103	112	107	108
14	O=C(O)/C=C\c1ccc2c(c1)OCO2	103	109	105	102	111	94	106	112
15	Nc1nc(N)[nH]c(=O)n1	97	97	94	102	93	119	99	107

# The listing continues.
no.	canonical_smiles	EKVX	M14	HOP-62	LOX IMVI	A549/ATCC	HOP-92	SK-MEL-5	CCRF-CEM
16	O=C(O)COc1cccc(Cl)c1	109	103	107	102	105	95	101	91
17	C[C@]12CCC(=O)C=C1C=CC1C2CC[C@@]2(C)C1CC[C@@]2(O)CCC(=O)O (stereo partly drawn)	100	108	113	96	101	101	101	99
18	O=C(CF)Nc1ccc2ccccc2c1	92	99	92	92	104	105	92	106
19	n1nc(-c2nonc2-c2nn[nH]n2)n[nH]1	96	115	112	103	95	104	104	x
20	NNC(=O)c1ccc(O)cc1	x	99	x	106	x	85	100	94
21	CC(=O)c1c(O)[nH]c(=S)[nH]c1=O	101	94	95	89	101	100	105	103
22	CCCCn1c(=O)c(C(c2c(O)c3ccccc3oc2=O)c2cn(C)c3ccccc23)cc2cc(Cl)ccc21 (stereo not drawn)	104	x	120	106	106	114	x	106
23	CC1C(c2ccccc2)OCCN1C (stereo not drawn)	102	103	97	105	105	x	107	96
24	CC(=O)N(C)C1=Nc2ccc(Cl)cc2C(c2ccccc2)=NC1	103	108	95	97	98	109	105	85
25	CC(C)N1CCOC(c2ccc(O)c(O)c2)C1 (stereo not drawn)	104	103	95	104	99	97	103	100
26	CC[N+]12CN3CN(CN(C3)C1)C2	86	104	99	103	101	x	106	113
27	COc1ccc(C(CN(C)C)C2(O)CCCCC2)cc1 (stereo not drawn)	102	108	117	99	100	104	x	113
28	CC#CC#COC(=O)C1=C(Nc2ccc(F)c(Cl)c2)C(=O)OC12C(=O)Nc1ccccc12 (stereo not drawn)	92	93	102	80	112	82	95	106
29	NCC(O)CSP(=O)(O)O (stereo not drawn)	106	100	100	101	99	97	110	88
30	OCc1ccco1	112	103	103	104	107	100	115	x

# Other compounds
no.	canonical_smiles	EKVX	M14	HOP-62	LOX IMVI	A549/ATCC	HOP-92	SK-MEL-5	CCRF-CEM
31	CCCCCCCCCCOc1ccc(C(=O)Oc2ccc(CSP3(=O)OCC4OC(n5ccc(=O)[nH]c5=O)C(F)C4OP(=O)(O)OCC4OC(n5cnc6c(N)ncnc65)C(F)C4O3)cc2)cc1 (stereo not drawn)	111	91	111	85	86	85	111	87
32	CCCCNC(=O)CCl	x	93	114	98	107	89	98	95
33	Cc1cc(N(CCCl)CCCl)ccc1/C=N/Nc1nnc(C)n1N	111	78	83	70	78	83	86	58
34	Cc1cc(-c2ccc(N)c(C)c2)ccc1N	92	92	87	99	106	93	101	104
35	C1CN(P(N2CCOCC2)N2CCOCC2)CCO1	92	99	105	108	118	110	119	88
36	N#CCCc1ccccc1	103	106	x	102	x	x	100	96
37	C[C@]12CCC3[C@@H](CC[C@@]45O[C@@H]4C(O)=C(C#N)C[C@]35C)C1CC[C@@H]2O (stereo partly drawn)	76	102	101	83	91	71	x	109
38	O=[N+]([O-])c1ccc(OCCCOc2ccc(S(=O)(=O)F)cc2)c(Cl)c1	81	94	113	83	90	x	88	93
39	CN(C)C(Cc1ccc(Cl)cc1)c1ccccc1 (stereo not drawn)	106	101	119	99	95	86	106	105
40	O=C(O)c1cc(Cc2ccc(O)c(C(=O)O)c2)ccc1O (tested in a mixture with another compound)	74	80	79	-47*	80	-49*	71	0.1*
41	c1ccc(CSC(c2ccccc2)c2ccccc2)cc1	117	99	116	100	103	76	112	117
42	Cc1cccc(OP(=S)(Oc2cccc(C)c2)Oc2cccc(C)c2)c1	96	93	96	90	104	74	101	86
43	COc1ccc(N)cc1OC	111	109	104	105	105	91	107	99
44	COC(=O)CN1CC1	105&110	110&99	95&113	103&109	101&93	117	104&102	104&23
45	COc1ccc(C2CC(=O)c3c(cc(OC)c(OC)c3OC)O2)cc1 (stereo not drawn)	97	93	91	102	98	81	101	114

# (listing goes on)
no.	canonical_smiles	EKVX	M14	HOP-62	LOX IMVI	A549/ATCC	HOP-92	SK-MEL-5	CCRF-CEM
46	OC(c1ccccc1)C(c1ccccc1)N1CCCCC1 (stereo not drawn)	109	87	82	89	94	104	101	100
47	CC1(C)N=C(N)N=C(N)N1c1cccc(S(=O)(=O)F)c1	x	104	89	103	101	99	104	99
48	CC[C@]12C=CCN3CC[C@@]4(c5ccc(OC)cc5N(C)[C@H]4[C@@](O)(C(=O)OC)[C@@H]1OC(=O)CCCN1CCN(CCCC(=O)O[C@@H]4[C@]5(CC)C=CCN6CC[C@@]7(c8ccc(OC)cc8N(C)[C@H]7[C@@]4(O)C(=O)OC)[C@@H]65)CC1)[C@@H]32	-88*	-81*	-82*	-89*	-81*	-63*	-96*	-57*
49	Cc1c(NS(=O)(=O)c2ccccc2)ccc([N+](=O)[O-])c1Cl	65	70	95	x	59	-9.1*	26	64
50	CCNC1CCCCC1	101	106	108	94	103	115	96	104
51	CCOC(=O)C1(CC)CCOC1=O (stereo not drawn)	91	104	94	107	112	71	101	94
52	c1cnc2[nH]cc(-c3csc(-c4cn(CCN5CCCCC5)c5ccccc45)n3)c2c1	63	62	61	67	76	33	54	64
53	N#CCc1ccccc1	x	98	97	94	101	82	99	97
54	O=C1NC(=O)C2C1C1(Cl)C(Cl)=C(Cl)C2(Cl)C1(Cl)Cl (stereo not drawn)	x	107	96	96	107	94	102	95
55	O=c1[nH]c(=O)n(Cl)c(=O)n1Cl	101&107	98&103	98&109	105&109	112&105	91&101	94&103	104&101
56	C/C(=N/N=C(N)N)c1ccc(O)cc1	83	99	100	105	88	x	98	106
57	CC(=O)O[C@H]1C(=O)[C@@]2(C)[C@H]([C@H](OC(=O)c3ccccc3)[C@]3(O)C[C@H](OC(=O)[C@H](OC(=O)OC[C@H]4COC(C)(C)O4)[C@@H](NC(=O)c4ccccc4)c4ccccc4)C(C)=C1C3(C)C)[C@]1(OC(C)=O)CO[C@@H]1C[C@@H]2O	27	-19*	22	x	13	53	18	17
58	COc1ccc(-n2c(SC)nc3ccc(Cl)cc3c2=O)cc1	89	106	103	99	99	91	99	99
59	CN(C)C1OCCO1	x	100	91	94	100	106	100	100
60	CCCCCCCC/C=C\CCCCCCCC(=O)OOC(=O)CCCCCCC/C=C/CCCCCCCC	x	97	106	124	106	x	101	x

# Continued.
no.	canonical_smiles	EKVX	M14	HOP-62	LOX IMVI	A549/ATCC	HOP-92	SK-MEL-5	CCRF-CEM
61	ClC(Cl)=C(c1ccc(Cl)cc1)c1ccccc1Cl	211	x	96	94	90	x	103	104
62	NC(N)=N/N=C\c1c[nH]c2ccccc12	112	106	92	98	97	x	109	88
63	CC(=O)OC1=NC(C)c2c1cc(OC(C)=O)[nH]c2=O (stereo not drawn)	109	100	91	110	104	179	103	101
64	CC(C)NC(=O)NC(=O)CI	x	110	94	102	107	79	103	101
65	NCC(O)c1ccc(Cl)cc1 (stereo not drawn)	92	87	92	96	79	96	101	92
66	COc1ccc(/C=C\c2cc(OC)c(OC)c(OC)c2)cc1NC(=O)/C=C/c1cc(OC)c(OC)c(OC)c1	62	32	46	46	57	55	1.7*	39
67	CCOP(=S)(N/N=C1/C2(C)CCC(C2)C1(C)C)OCC (stereo not drawn)	x	104	93	92	93	69	102	85
68	C[C@@H]1CC[C@@H]2[C@@H]1[C@H](OC(=O)/C=C/C1CCCCC1)[C@]1(C3CCCCC3)C[C@@H](OC(=O)CO)[C@@]2(C)O1	78	65	70	x	61	42	85	41
69	C[N+](C)(C)Cc1ccc([N+](=O)[O-])cc1	128	105	108	96	103	97	112	118
70	CCCCCCCCCCCCCC[P+](CCCCCC)(CCCCCC)CCCCCC	x	-37*	-2.2*	-68*	-35*	-67*	-100*	26
71	CC(=O)O[C@H](C[C@H](C(C)C)N(C)C(=O)[C@@H](NC(=O)[C@H]1CCCCN1C)C(C)C)c1nc(C(=O)N[C@@H](Cc2ccccc2)C[C@H](C)C(=O)O)c(C)s1	41	6.5*	32	27	12	26	-33*	11
72	CC(=O)OC(C(=O)O)(c1ccccc1)c1ccccc1	101	104	83	98	95	94	99	102
73	C=CCc1cc2c(cc1OCCC)OCO2	92	85	80	95	84	85	102	83
74	ClCCN(Cc1ccccc1)Cc1ccccc1	117	103	109	105	105	73	101	99
75	O=Cc1cn(Cc2ccccc2)c2ccccc12	120	117	66	79	77	74	85	104

# 20 structures out of the list, ordered by length of the SMILES, rising.
no.	canonical_smiles	EKVX	M14	HOP-62	LOX IMVI	A549/ATCC	HOP-92	SK-MEL-5	CCRF-CEM
32	CCCCNC(=O)CCl	x	93	114	98	107	89	98	95
29	NCC(O)CSP(=O)(O)O (stereo not drawn)	106	100	100	101	99	97	110	88
16	O=C(O)COc1cccc(Cl)c1	109	103	107	102	105	95	101	91
5	COc1cc(C(=O)O)cc(OC)c1OC	x	107	98	104	95	109	108	111
34	Cc1cc(-c2ccc(N)c(C)c2)ccc1N	92	92	87	99	106	93	101	104
11	CCC1CN1P(=S)(N1CC1CC)N1CC1CC (stereo not drawn)	141	106	118	99	96	104	102	103
21	CC(=O)c1c(O)[nH]c(=S)[nH]c1=O	101	94	95	89	101	100	105	103
19	n1nc(-c2nonc2-c2nn[nH]n2)n[nH]1	96	115	112	103	95	104	104	x
72	CC(=O)OC(C(=O)O)(c1ccccc1)c1ccccc1	101	104	83	98	95	94	99	102
2	O=C1NC(=O)C(=Cc2csc3ccccc23)C(=O)N1	96	103	93	99	93	x	105	96
4	O=C(c1cccs1)C1NO[N+]([O-])=C1c1cccs1 (stereo not drawn)	102	-40*	90	-100*	87	-36*	112	-40*
58	COc1ccc(-n2c(SC)nc3ccc(Cl)cc3c2=O)cc1	89	106	103	99	99	91	99	99
33	Cc1cc(N(CCCl)CCCl)ccc1/C=N/Nc1nnc(C)n1N	111	78	83	70	78	83	86	58
12	CC(C)=CC1C(C(=O)OCCOc2ccc3c(c2)OCO3)C1(C)C (stereo not drawn)	99	99	86	90	88	78	100	96
8	C/C(CCl)=N\NC1=NC2(CCCCC2)P(=O)(NNc2ncccn2)S1 (stereo not drawn)	99	108	85	110	82	80	97	86
6	COc1cc(C2c3ccc(N)cc3Oc3nc(N)c(C#N)c(N)c32)cc(OC)c1OC (stereo not drawn)	x	103	100	104	108	x	99	103
17	C[C@]12CCC(=O)C=C1C=CC1C2CC[C@@]2(C)C1CC[C@@]2(O)CCC(=O)O (stereo partly drawn)	100	108	113	96	101	101	101	99
10	N#Cc1nc(-c2cc3ccccc3oc2=O)oc1N1C[C@@H]2C[C@H](C1)c1cccc(=O)n1C2	100	98	109	96	98	86	100	100
37	C[C@]12CCC3[C@@H](CC[C@@]45O[C@@H]4C(O)=C(C#N)C[C@]35C)C1CC[C@@H]2O (stereo partly drawn)	76	102	101	83	91	71	x	109
48	CC[C@]12C=CCN3CC[C@@]4(c5ccc(OC)cc5N(C)[C@H]4[C@@](O)(C(=O)OC)[C@@H]1OC(=O)CCCN1CCN(CCCC(=O)O[C@@H]4[C@]5(CC)C=CCN6CC[C@@]7(c8ccc(OC)cc8N(C)[C@H]7[C@@]4(O)C(=O)OC)[C@@H]65)CC1)[C@@H]32	-88*	-81*	-82*	-89*	-81*	-63*	-96*	-57*

# (more compounds)
no.	canonical_smiles	EKVX	M14	HOP-62	LOX IMVI	A549/ATCC	HOP-92	SK-MEL-5	CCRF-CEM
76	NNC(=O)c1ccccc1	x	113	x	109	96	92	98	107
77	CCC(C)(O)C#N (stereo not drawn)	x	108	104	101	92	104	114	x
78	CNC(C)Cc1ccccc1 (stereo not drawn) (tested in a mixture with another compound)	x	103	98	99	92	x	100	105
79	CCC(=O)C(CCN(C)C)(c1ccccc1)c1ccccn1 (stereo not drawn)	94	x	99	101	100	80	104	109
80	OC(Cc1ccccn1)C(Cl)(Cl)Cl (stereo not drawn)	x	103	101	97	99	x	97	95
81	ClC(Cl)=C(c1ccc(Cl)cc1)c1ccc(Cl)cc1	x	101	99	105	100	94	99	111
82	C[C@]12CC[C@H]3[C@@H](CCC4=CC(=O)CC[C@@]43CCl)[C@@H]1CC[C@@H]2O	x	97	93	97	97	83	96	89

# Screens from PubChem BioAssay.
